# Assay outcomes: PubChem BioAssay, several laboratories
# Mtb RmlCD inh: M. tuberculosis RmlC/RmlD inhibition; P9WH09+P9WH11; RmlC+RmlD coupled enzyme assay, percent inhibition; primary screen in compound mixtures; inhibition, % at 3.6 µM; 0.03% of 160,000 active; in the data active = inhibition mostly above about 34%, no sharp cut-off; also: some results filed as inactive read as strong as hits
# Target sequence (P9WH09 whole entry, looked up): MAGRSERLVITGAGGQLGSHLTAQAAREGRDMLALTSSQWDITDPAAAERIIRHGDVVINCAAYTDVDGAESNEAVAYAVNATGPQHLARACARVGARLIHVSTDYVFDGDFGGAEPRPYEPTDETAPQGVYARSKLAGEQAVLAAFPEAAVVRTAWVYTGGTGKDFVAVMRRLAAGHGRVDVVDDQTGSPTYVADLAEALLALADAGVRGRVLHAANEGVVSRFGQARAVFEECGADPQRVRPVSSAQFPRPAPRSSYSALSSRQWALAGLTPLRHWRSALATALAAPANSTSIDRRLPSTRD
# Target sequence (P9WH11 whole entry, looked up): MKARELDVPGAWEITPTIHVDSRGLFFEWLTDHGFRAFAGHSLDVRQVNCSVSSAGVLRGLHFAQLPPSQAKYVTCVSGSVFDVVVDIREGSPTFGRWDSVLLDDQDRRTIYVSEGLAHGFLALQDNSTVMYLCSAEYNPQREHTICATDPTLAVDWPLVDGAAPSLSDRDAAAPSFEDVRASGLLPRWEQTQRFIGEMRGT
# M. tuberculosis GlmU: inhibition of mycobacterial GlmU enzyme – biochemical, glucosamine-1-phosphate acetyltransferase (AID 1376). M. tuberculosis GlmU acetyltransferase enzyme assay; higher % means a stronger effect. inhibition, %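 (tested at 30 µM in the primary screen)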; hits with a dose series show IC50 in µM. 0.25% of 220,000 active; in the data active = inhibition above about 13%;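 also: 0% = complete reaction with vehicle and 100% = reaction without substrate; strong numbers were not always called active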
# * hit, by the source's call; . = not tested or not shown. A portion of the library; rates above refer to the full screens.
# Values run as follows: M. tuberculosis GlmU, Mtb RmlCD inh
- COc1ccc(NC(=O)CCNS(=O)(=O)c2ccc3c(c2)c(=O)n(C)c(=O)n3C)c(OC)c1
 : 2.7%, -7
- CCOC(=O)CCc1c(C)n(CC)c2cc(-c3ccccc3OC)nn2c1=O
 : -0.4%, 57
- Cc1cc(NC(=O)CSc2nnc(-c3cccnc3)n2C2CCCCC2C)no1 (configuration not stated)
 : 0.4%, -3
- CCN(CC)CCNCc1ccc(Br)cc1OCC(=O)NCc1ccccc1
 : 2.0%, 3
- CCn1c(SCC(=O)Nc2nc3ccccc3s2)nnc1-c1ccc(Br)cc1
 : -2.8%, -10
- COc1ccc(-c2cc(C(F)(F)F)nc(S(=O)(=O)CCC(=O)N3CCOCC3)n2)cc1
 : -4.5%, 6
- O=C(CN(Cc1ccc(F)cc1)S(=O)(=O)c1ccc(S(=O)(=O)N2CCOCC2)cc1)Nc1ccccc1
 : 1.5%, -7
- CCOc1ccccc1NC(=O)N1CCC(n2nnc3cc(C)ccc32)CC1
 : 10%, 75
- CCc1ccc(N2C(=O)CN(Cc3cc(OC)c(OC)c(OC)c3)C2=S)cc1
 : -4.1%, 8
- FC(F)(F)c1cc(-c2ccc(Cl)cc2)nc(NCc2cccnc2)n1
 : 2.7%, 16
- CN(C)S(=O)(=O)c1ccc(N2CCCC2)c(C(=O)Nc2ccc(N3CCOCC3)cc2)c1
 : 3.5%, -1
- Cc1ccc(OCC(=O)NCc2cccnc2)cc1
 : -5.5%, 10
- O=C(NCCCn1ccnc1)C(=O)NCC1OCCN1S(=O)(=O)c1ccc(Cl)cc1 (configuration not stated)
 : -1.2%, .
- COc1cccc(C2C([N+](=O)[O-])=C(N)Oc3cc(C)oc(=O)c32)c1 (configuration not stated)
 : 1.4%, -7
- C[C@@H]1CC=C[C@H]2[C@H]1C(=O)N(Cc1ccccc1)[C@H]2c1ccc2ccccc2c1Br
 : 4.1%, -13
- CCCCn1c(SCC(=O)N2CCC(C(=O)OCC)CC2)nc2cc(S(N)(=O)=O)ccc21
 : 1.4%, .
- CCOc1ccc(NC(=O)COc2ccc(C(=O)NCCc3ccccc3)cc2)cc1
 : -1.5%, 8
- CCCC1(C(=O)OCC)NC(c2ccc(OC)cc2OC)C2C(=O)N(c3ccc4c(c3)OCCO4)C(=O)C21 (configuration not stated)
 : -0.1%, -8
- Cn1ccnc1SC(=O)N1c2ccccc2Sc2ccccc21
 : -1.5%, 20
- O=C(O)c1cccc(N/N=C/c2sc(N3CCOCC3)nc2-c2ccccc2)c1
 : 0.3%, 3
- Cc1ccc(Nc2nc(C)cs2)cc1
 : -0.4%, 8
- NS(=O)(=O)c1ccc(CCNC(=S)Nc2ccc(S(N)(=O)=O)cc2)cc1
 : 4.7%, -11
- CCc1ccc(C2CC(c3ccco3)=NN2S(C)(=O)=O)cc1 (configuration not stated)
 : -2.7%, .
- C/C(=N\Nc1ccc(C(=O)O)cc1)c1nc2ccccc2n1C
 : 2.7%, 6
- O=C(NC(=S)Nc1ccc(CN2CCOCC2)cc1)c1cccc([N+](=O)[O-])c1
 : -0.5%, .
- Cc1cc(NC(=O)CCCC(=O)N(CC(=O)NC2CCCCC2)c2ccccc2)no1
 : 0.8%, 4
- CCOC(=O)c1nnc(-c2ccccc2)nc1NCc1ccc(Cl)cc1
 : 3.0%, 14
- CCC(=O)Nc1ccc(C(=O)Cn2nc(C(=O)O)c3ccccc3c2=O)cc1
 : 5.3%, -1
- FC(F)(F)c1cnc(N2CCN(C(=S)NCc3ccccc3)CC2)c(Cl)c1
 : 2.5%, 10
- COc1nnc(OC)c2ccccc12
 : -3.8%, .
- CCN(CC)S(=O)(=O)c1cccc(-c2nnc(SCC(=O)c3cc(C)n(C)c3C)o2)c1
 : 2.4%, 12
- CCCS(=O)(=O)NCCc1cc2c(OC)ccc(OC)c2[nH]c1=O
 : ., 19
- CCC(=O)Nc1ccc(NC(=S)NC(=O)c2oc3ccccc3c2C)cc1
 : -5.9%, -1
- O=C(C1CCC(=O)N1Cc1cccnc1)N1CCN(c2ccc(F)cc2)CC1 (configuration not stated)
 : -4.6%, 10
- O=C(CN1C(=O)c2ccccc2C1=O)NNC1=NS(=O)(=O)c2ccccc21
 : 2.6%, 6
- C=CCn1c(=N)c(C(=O)NCCCOC)cc2c(=O)n3cc(C)ccc3nc21
 : ., 2
- CCN(CC)C(=O)Cn1c(=O)n(-c2ccc(CC(=O)NCc3ccccc3)cc2)c(=O)c2sccc21
 : 0.0%, -13
- c1ccc2c(-n3cccn3)cccc2c1
 : 1.8%, 8
- O=C(CSc1nc2c(sc3ccccc32)c(=O)n1Cc1ccco1)NCC1CCCO1 (configuration not stated)
 : 9.3%, -7
- CCNC(=O)CN(c1ccc(Cl)cc1)S(=O)(=O)c1ccccc1
 : 3.7%, .
- O=C(CCc1nc2ccccc2c(=O)[nH]1)NCc1ccco1
 : 0.3%, 8
- Cn1c(=O)[nH]c(=O)c2c1nc(N1CCCCC1)n2C/C=N/NC(=O)c1cc(Br)ccc1O
 : 3.5%, 5
- Cc1ccc(-c2ccnc(-c3ccc(O)cc3)n2)cc1
 : -1.4%, .
- CCCN1CCC(=O)N([C@H](CSc2ccc(Br)cc2)Cc2ccccc2)CC1
 : 2.1%, .
- COc1ccc(NC(=O)CCC(=O)c2cccs2)cc1S(=O)(=O)Nc1ccc(Cl)cc1
 : -5.6%, -7
- Cc1cc(C)n(-c2ccc(C(=O)OCn3nnc4ccccc4c3=O)cc2)n1
 : 0.8%, .
- CN1CCN(C(=O)CSc2nc3ccc(NC(=O)c4ccccc4F)cc3s2)CC1
 : 2.2%, 5
- COc1ccc2oc(-c3ccc(C)c(NC(=O)CSc4ccc(Cl)cc4)c3)nc2c1
 : 0.4%, 10
- Cn1c(O)c(C=NCCCNC2CCCCC2)c(=O)n(C)c1=O
 : -7.6%, .
- COc1ccccc1NC(=O)C1=C(C)NC(=O)NC1c1ccccc1[N+](=O)[O-] (configuration not stated)
 : 3.2%, 0
- Cc1cccc(OCCCC(=O)NC(C)C)c1
 : 1.2%, 35
- O=C(CN1CCN(CCC(=O)Nc2ccccc2F)CC1)Nc1ccc(Cl)cc1
 : ., -10
- Cc1ccc(C)c(-n2c(=O)c(C#N)cc3c(=O)n4ccccc4nc32)c1
 : -0.5%, 5
- CNC(=O)c1ccccc1Sc1ccccc1CO
 : 6.5%, 39
- O=C(NC1CCCC1)C(c1ccccn1)N(C(=O)c1csnn1)C1CC1 (configuration not stated)
 : 4.2%, 4
- COc1ccc(NC(=O)COC(=O)COc2cccc(Br)c2)cc1OC
 : -7.5%, -9
- Fc1cccc(CCN2CCNC[C@@H]2Cc2ccccc2)c1
 : 2.7%, .
- O=C(Nn1cnnc1)c1ccccc1-c1ccccc1
 : 7.0%, .
- COC(=O)C12CCC3(SCCS3)C(C(=O)OC)(CCC13SCCS3)C2
 : 2.8%, 5
- CC(=O)Nc1cccc(Oc2nc(C)cc(C)c2C#N)c1
 : 1.2%, 7

# The list goes on.
# Values run as follows: M. tuberculosis GlmU, Mtb RmlCD inh
- O=c1ccc(=O)n(-c2ccccc2)[nH]1
 : 3.7%, -4
- N#CCn1c(C2CCCCC2)nc2ccccc2c1=O
 : 6.8%, 3
- Cc1ccc(N2C(=O)C3CCC(C)(C2=O)C3(C)C)cc1 (configuration not stated)
 : 4.7%, .
- Oc1ccc(C2C=C(c3ccc(F)cc3)Nc3ncnn32)cc1 (configuration not stated)
 : -2.4%, -1
- CNC(=O)CCC(=O)Nc1ccc(C(=O)OC)cc1
 : -2.1%, 2
- CN(C)c1cccc(C(=O)NNC(=S)NC2CCCC2)c1
 : 3.2%, .
- Cc1cnc(NC(=O)CN2CCN(c3ccccn3)CC2)s1
 : 0.2%, .
- O=C(O)c1cc(N2C(=O)CCC2=O)ccc1NCc1cccnc1
 : 4.9%, 0
- O=C(OCc1ccc([N+](=O)[O-])cc1)c1ccc2ccccc2n1
 : -4.1%, .
- O=C(NCc1cccnc1)c1cccc(C(F)(F)F)c1
 : -2.8%, 8
- CCOc1c(Cl)cc(CNCCc2c[nH]c3ccccc23)cc1OC
 : -8.3%, .
- Cc1ccc(S(=O)(=O)CC(=O)NC2CC2)cc1
 : 1.2%, -1
- COC(=O)c1sccc1NC(=O)CN(C)NS(=O)(=O)c1ccc(Cl)cc1
 : -4.2%, .
- S=C(NCc1ccco1)Nc1cc(-c2ccccc2)[nH]n1
 : -6.9%, .
- CCOC(=O)N1CC=C2C(C#N)=C(N)C(C#N)(C#N)[C@H](c3ccccc3OCC)[C@H]2C1
 : -0.8%, 5
- CN(C)/C=C1/N=C(c2ccccc2)OC1=O
 : 2.5%, 2
- CCOC(=O)c1ccc(CNCc2ccc(Br)cc2)cc1
 : 1.8%, -49
- Cn1c(N)c(C(=O)c2ccc(F)cc2F)c(=O)n(C)c1=O
 : -2.8%, -7
- OC(Cn1cncn1)(c1ccccc1)c1ccccc1
 : 2.0%, .
- Cc1nc(NC(C)c2ccccc2)c2oc3ccccc3c2n1 (configuration not stated)
 : 2.4%, -8
- O=C1C2C3CC(C(Br)C3Br)C2C(=O)N1c1ccccn1 (configuration not stated)
 : 1.9%, 18
- COc1ccc(Nc2nccc3c2nnn3C)cc1
 : 2.4%, 8
- CCc1cccc2c(C(=O)C(F)(F)F)cn(CC(=O)N3CCOCC3)c12
 : -2.4%, -5
- CCCSc1cc(NCCOC(=O)CCC)c([N+](=O)[O-])c2nonc12
 : 4.8%, 2
- Cc1nc2ccccc2c(=O)n1/N=C/c1cn[nH]c1-c1ccccc1
 : 2.6%, 10
- COc1ccc(C(NC(=O)/C=C\c2ccco2)c2ccc(OC)c(OC)c2)cc1 (configuration not stated)
 : -3.8%, 6
- CCOC(=O)N1CCN(C(=O)c2ccc3c(c2)sc2nc(-c4ccccc4)cn23)CC1
 : 2.3%, .
- Cc1ccc(NC(=O)C(=O)NCc2ccc(/C=C(/C#N)C(=O)NCc3cccnc3)o2)cc1C
 : 1.6%, -14
- CC(C)CC(=O)Nc1cc([N+](=O)[O-])ccc1Cl
 : 1.5%, -3
- COCC(=O)Nc1ccc(S(=O)(=O)Nc2cc(C)nc(C)n2)cc1
 : 2.9%, .
- CC(C)=CCN1CCN(Cc2cn[nH]c2C2CCCCC2)CC1CCO (configuration not stated)
 : 1.3%, .
- CCN(CC)S(=O)(=O)c1cccc(NC(=O)COc2ccc(Cl)cc2Br)c1
 : -4.3%, -2
- COc1ccccc1C(=O)NNC(=O)C(=O)NC(C)(C)C
 : 9.7%, 0
- Cc1[nH][nH]c(=O)c1C(c1c(C)[nH][nH]c1=O)c1cn(Cc2ccc(Cl)c(Cl)c2)c2ccccc12
 : -3.9%, 10
- Cc1oc(-c2ccc(Cl)cc2)[n+]([O-])c1C
 : -2.1%, .
- COc1cccc(CNn2cn[nH]c2=S)c1OCc1ccccc1
 : 1.3%, -3
- CCN1C(=O)C(CC(=O)NCc2ccc(Cl)cc2)N(CC)C1=O (configuration not stated)
 : -0.6%, 27
- COc1nccc(C(F)(F)F)c1C(=O)NC(=O)Nc1ccccc1
 : ., 1
- C=CCNCCOCCOc1ccccc1-c1ccccc1
 : -0.4%, 4
- Cc1cc(C(=O)N/N=C\C(Br)=C\c2ccccc2)c(C)o1
 : -2.3%, .
- Cc1csc2nc(CSc3ccc(Cl)cc3)cn12
 : 3.1%, -5
- N#CCCn1nc(-c2ccc(Cl)cc2)cc1Nc1ccccc1NC(=O)C(F)(F)F
 : 0.5%, 0
- COc1ccc(C(=O)NCc2cn3ccsc3n2)cc1OC
 : 1.0%, .
- CS(=O)(=O)N1CCN(c2ccccc2[N+](=O)[O-])CC1
 : 0.1%, -8
- CCCCC(=O)/C=C/n1c(=S)oc2ccccc21
 : 2.0%, 0
- COC(=O)c1ccccc1NC1=C/C(=N\S(=O)(=O)c2cccs2)c2ccccc2C1=O
 : 0.9%, .
- COc1cc(/C=C(\C#N)C(=O)NCC2CCCO2)c([N+](=O)[O-])cc1OC (configuration not stated)
 : -1.0%, .
- CC1CCN(C(=O)C2CCN(C(=O)c3cc4sccc4n3Cc3ccc(F)cc3)CC2)CC1
 : 0.8%, .
- COc1ccc(OC(C)C(=O)Nc2ccccc2F)cc1 (configuration not stated)
 : -8.0%, .
- Cc1ccc(C(=O)COC(=O)c2cn3ccccc3n2)cc1
 : 0.1%, 7
- CCCCNc1nc2ccccc2nc1Cl
 : -0.8%, .
- O=c1c([N+](=O)[O-])c[nH]c2ccccc12
 : 4.9%, -8
- COC(=O)c1cc(Br)c(=O)n(-c2nccs2)c1
 : 5.6%, -1
- CC(=O)Nc1ccc(NC(=O)c2ccccc2N(C)S(C)(=O)=O)cc1
 : -1.3%, -2
- C=CCn1c(SCc2csc(C)n2)nc2sc3c(c2c1=O)CCCCC3
 : 1.8%, .
- Cc1nc(-c2ccccc2OC(F)(F)F)[nH]c(=O)c1Cl
 : -4.6%, -8
- CCOC(=O)c1sc(NC(=O)c2ccc(S(=O)(=O)N(C)C)cc2)cc1C
 : 0.8%, 6
- Cc1nn(C)c(C(=O)N2CCc3ccccc32)c1Cl
 : 2.4%, .
- CCCc1cc(=O)oc2cc(OCC(=O)N3CCc4ccccc43)ccc12
 : -4.4%, 5
- COCC(=O)N/N=C/c1ccc(Sc2nc3ccccc3s2)o1
 : -2.1%, .

# Later entries:
# Values run as follows: M. tuberculosis GlmU, Mtb RmlCD inh
- Nc1ccc(-c2ccc(N)c(C(=O)O)c2)cc1C(=O)O
 : 5.7%, 7
- Cc1cc(C(=O)N/N=C/c2ccc(O)c([N+](=O)[O-])c2)n[nH]1
 : 3.8%, 4
- COc1ccc(CN2CCS(=O)(=O)CC2)cc1OC
 : -1.6%, .
- CCC(=O)n1nc(-c2ccccc2)nc1NCc1ccccc1
 : 4.8%, 11

# Complete entries, looked up by structure. Order of values: M. tuberculosis GlmU	Mtb RmlCD inh
# `Nc1ccc(-c2ccc(N)c(C(=O)O)c2)cc1C(=O)O` as listed: 5.7%	7
# `Cc1cc(C(=O)N/N=C/c2ccc(O)c([N+](=O)[O-])c2)n[nH]1` as listed: 3.8%	4
